Bioassay records as filed in PubChem BioAssay.
H9c2 TAG inh – reduces triacylglycerol accumulation in H9c2 cells; Nile Red lipid (TAG) fluorescence; cells loaded with 200 µM oleic acid; inhibition, % at 12.5 µM; hit rate 0.66% among 230,000;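 active means pattern-corrected inhibition of lipid staining of at least 50% with the nuclear-stain viability signal not falling by more than 50%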;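 further: 0% = DMSO wells and 100% = triacsin C control wells; some results filed as inactive read as strong as hits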
H9c2 TAG inh DAPI viability – recorded beside H9c2 TAG inh, whose call it bears; DAPI nuclei signal change (viability), lower = more cytotoxic, %;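 whole-well DAPI fluorescence read on a plate reader as a viability signal; minus 50 percent equals half of cells still viable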
Numbers without * were called inactive; & = joins results of further samples.

SMILES	H9c2 TAG inh	H9c2 TAG inh DAPI viability
Cc1cc2oc(C(=O)Nc3c(C)n(C)n(-c4ccccc4)c3=O)c(C)c2cc1C	-13.4	5.6
COc1ccc(C2C(C(=O)N3CCN(c4ccc(OC)cc4)CC3)c3ccccc3C(=O)N2C)cc1 (configuration not stated)	-7.8	-4.9
COC(=O)c1cc(S(=O)(=O)Nc2cc(OC)cc(OC)c2)cn1C	4.0	3.5
O=C(O)CCCC(=O)NCCCc1ccccc1	-4.6	0.3
CCN(CC)S(=O)(=O)c1ccc(Cl)c(C(=O)NC(C)C(c2cccs2)N2CCCC2)c1 (configuration not stated)	-5.3	-2.9
COc1ccc(-c2c(C)nn3c(-c4ccccc4)cc(C)nc23)cc1	-29.1	3.6
Nc1cc(Nc2ccccc2)ccn1	27.2	-5.9
COc1cc(NS(=O)(=O)c2cc(C)ccc2OC)c(OC)cc1Cl	-2.4	-3.1
CCOc1ccc(N2CC(NS(=O)(=O)c3cccs3)CC2=O)cc1 (configuration not stated)	-1.9	-1.9
O=C(Nc1cccc(OC(F)(F)F)c1)c1ccc(-c2cccnc2)c2ccoc12	12.4	1.3
Nc1nc2ccc(Br)cc2s1	15.9	-12.6
Cc1c(/C(O)=C2/C(=O)C(=O)N(CCN(C)C)C2c2ccc(C(C)C)cc2)cnn1-c1ccccc1 (configuration not stated)	6.6	-10.7
C[C@@H](CN1C(=O)C(=O)NC[C@@H]1C)NC(=O)CC12CC3CC(CC(C3)C1)C2	10.9	1.6
Cc1cnc(C(=O)OCC(=O)NCc2ccc(Cl)cc2)cn1	12.2	2.2
COc1cc(NC(=O)c2cc(C)on2)cc(C(=O)Nc2cccc(C(F)(F)F)c2)c1	-4.1&-4.2	17.4&5.5
Cc1ccc([C@@H]2C[C@H]3[C@@H](CN2S(=O)(=O)c2ccc(Cl)cc2)C(=O)C[C@@H](c2cccc(Cl)c2)N3S(=O)(=O)c2ccc(C)cc2)cc1	-10.6	1.9
O=C(N/N=C\c1ccoc1)c1ccco1	8.3	-4.6
CCOC(=O)c1cnn(-c2cc(C)nc3c(-c4ccccc4)cnn23)c1N	17.0	-11.1
O=c1oc2ccc(C#CC3(O)CCCCC3)cc2cc1-n1cc(-c2ccccn2)nn1	-14.0	-0.4
COC1=CC(=O)[C@@]2([C@@H]1O)[C@@H](Cl)C[C@]13C(OC)=C(OC)C(=O)C[C@]21CCN3C	-1.8	-1.1
CCOc1cc(-c2c(C)c(C)nc(N)c2C#N)ccc1O	-26.1	15.6
Cc1cc(C)c2c(=O)n(CC(=O)NC3CCCC3)sc2n1	3.1	-8.1
COc1ccc(C(=O)NCc2nnc(SCC(=O)Nc3nnc(C)s3)o2)cc1OC	-1.2	-2.8
COc1ccc(C(=O)O)cc1NC(=S)NC(=O)CSc1ccc(Cl)cc1	10.4	8.8
COc1cc(-c2cc(C(=O)O)c3cc4ccccc4cc3n2)cc(OC)c1OC	5.1	-7.0
O=C(CN1CCC(O)(c2ccccc2)CC1)Nc1ccc2c(c1)OCCO2	-3.0	-6.6
COC(=O)c1cc2c(n(Cc3ccccc3)c1=O)CCCC2=O	1.8	-10.7
Cc1ccc2nc(N3C(=O)C(O)=C(C(=O)c4ccc(C)o4)C3c3ccco3)sc2c1 (configuration not stated)	6.8	-2.1
CCc1nc2c(OCc3ccc(C(=O)OC)cc3)cccn2c1N(C)C(=O)C(C)C	-7.0	-11.3
COc1ccc(CN2C[C@@H](CO)O[C@@H](n3cnc4c(NCc5cc(OC)c(OC)c(OC)c5)ncnc43)C2)cc1	26.6	-3.8
CCc1nc2c(OCc3ccccc3)cccn2c1N(C)C(=O)c1ccc(OC)cc1	2.8	0.0
COc1ccc2c(COC(=O)CNS(=O)(=O)c3ccc(C)c(C)c3)cc(=O)oc2c1	-12.1	0.9
Cc1nn(CC2CC2)c(=O)n1-c1ccc(Cl)cc1	0.7	-7.5
CCCc1cc(C(=O)NCCc2ccccc2)no1	1.1	-4.5
C/C(=N\O)c1ccc(Cl)cc1Cl	-5.0	-0.9
CCNC(=O)/C(=C/c1ccc2c(c1)OCO2)NC(=O)c1ccc(Br)cc1	12.6	-0.1
Oc1ccc(/C=N/NC(=S)NCCN2CCOCC2)c(O)c1	6.7	-2.1
COc1cc(/C=N/NC(=S)Nc2cccnc2)cc(OC)c1O	1.9	-1.4
CN=C1S/C(=C\c2ccc(OCC(=O)OC)c(OC)c2)C(=O)N1C	-2.2	0.0
COC(=O)c1c[nH]c(=S)n1Cc1ccccc1	11.3	1.1
O=C(Nc1cccc(F)c1)c1ccc(S(=O)(=O)N2CCCC2)cc1	0.9	3.4
CCCN(CC(=O)Nc1ccc(Cl)cc1Cl)C(=O)c1ccc(=O)[nH]c1	-4.8	-4.8
Nc1nc(-c2ccccc2)c(-c2ccccc2)s1	7.1	-18.7
CCS(=O)(=O)N1CCC2(CC1)OCCN2S(=O)(=O)c1ccc(C)cc1	-11.0	3.2
CCOC(=O)CS(=O)(=O)c1nc(-c2ccc(F)cc2)cc(C(F)(F)F)n1	18.4	-21.1
CCOC(=O)c1c(C)[nH]c(C(=O)COC(=O)C23CC4CC(CC(Cl)(C4)C2)C3)c1C	35.3	-12.6
CC(O)(c1ccc(F)c(F)c1)c1nc(-c2cc(F)cc(F)c2)cs1 (configuration not stated)	-2.3	6.1
Cc1ccc(S(=O)(=O)N/N=C/c2ccc(O)c(O)c2)cc1[N+](=O)[O-]	-10.5	7.9
OC(c1ccc(F)cc1)c1ncc(-c2cccc3ccccc23)[nH]1 (configuration not stated)	-27.4	10.0
CCOc1ccccc1-n1nnnc1SCC(=O)NC(=O)Cc1ccccc1	-14.6	-2.6
Cc1cc(C(=O)Nc2ncn[nH]2)ccc1[N+](=O)[O-]	9.9	4.5
CCC(c1nnnn1C(C)(C)CC)N1CCN(c2ccccc2F)CC1 (configuration not stated)	-15.5	9.5
CCOC(=O)N1CCN(Cc2nc(N)nc(Nc3ccc(Cl)cc3)n2)CC1	3.5	0.8
Cc1ccc(Cl)c(OCCN2CCc3ccccc3C2)c1	-24.5	22.3
CC1=C(C(=O)Nc2ccccn2)C(c2ccccc2Cl)NC(=S)N1 (configuration not stated)	-2.5	3.1
O=C(CSc1nnc(C2CC2)n1Cc1ccccc1)N1CCNC1=O	-10.6	-1.0
CC(/C=N\NC(=O)Cn1cncn1)=C/c1ccc(C(C)C)cc1	7.3	-6.3
C[C@H](CO)N1C[C@H](C)[C@@H](CN(C)CC2CCCCC2)Oc2c(NC(=O)Cc3ccccc3)cccc2C1=O	47.5	-0.7
NC(=O)C1CCN(C(=O)CN(c2cccc(C(F)(F)F)c2)S(=O)(=O)c2ccccc2)CC1	-8.1	10.1
CCC1(C)Cc2c(sc3nc(SC)[nH]c(=O)c23)CO1 (configuration not stated)	-8.9	-2.9
Additional structures:
SMILES	H9c2 TAG inh	H9c2 TAG inh DAPI viability
CCN(CC)CCNc1ccc(CO)c2oc3cc(Cl)ccc3c(=O)c12	22.8	-33.4
Cc1c(C(=O)NCC2COc3ccccc3O2)oc2ccc(S(=O)(=O)N3CCOCC3)cc12 (configuration not stated)	26.5	-2.6
COc1ccc2[nH]c(N=Nc3ccccc3C)c(O)c2c1	-2.8	7.0
Cc1nc2cc(-c3cccc(F)c3)nn2c(C)c1CCC(=O)NC(C)CCc1ccco1 (configuration not stated)	-1.6	7.3
COc1ccc(C(=O)NCCc2nnc3ccc(SCC(=O)N4CCCC4)nn23)cc1	9.3	-3.9
O=C(NCCCn1ccnc1)c1ccc(NS(=O)(=O)c2cccc([N+](=O)[O-])c2)cc1	-10.8	4.9
O=C(NCCc1c[nH]c2ccccc12)C(=O)NCC1OCCCN1S(=O)(=O)c1ccc(F)cc1 (configuration not stated)	15.5	6.2
CSCCC(NC(=O)COc1ccccc1)C(=O)N(C)Cc1ccc(Cl)cc1Cl (configuration not stated)	12.4	5.7
Cc1nn(C(C)C(=O)O)c(=O)c2ccccc12 (configuration not stated)	1.2	0.8
O=C(CN1CCCC1)OCCCC1CCCCC1	-1.3	7.3
Cc1cc(C)cc(NC2=NC3(CCCCC3)N=C(N)N2)c1	46.4	-22.3
COc1ccc(NC(=O)CC#N)cc1OC	-8.7	-3.3

Reprinted at random: 2 compounds from above.
SMILES	H9c2 TAG inh	H9c2 TAG inh DAPI viability
COc1ccc2[nH]c(N=Nc3ccccc3C)c(O)c2c1	-2.8	7.0
COc1ccc(C(=O)NCCc2nnc3ccc(SCC(=O)N4CCCC4)nn23)cc1	9.3	-3.9

19 neighbouring entries already listed, quoted:
SMILES	H9c2 TAG inh	H9c2 TAG inh DAPI viability
Cc1cc(C(=O)Nc2ncn[nH]2)ccc1[N+](=O)[O-]	9.9	4.5
CCC(c1nnnn1C(C)(C)CC)N1CCN(c2ccccc2F)CC1 (configuration not stated)	-15.5	9.5
CCOC(=O)N1CCN(Cc2nc(N)nc(Nc3ccc(Cl)cc3)n2)CC1	3.5	0.8
Cc1ccc(Cl)c(OCCN2CCc3ccccc3C2)c1	-24.5	22.3
CC1=C(C(=O)Nc2ccccn2)C(c2ccccc2Cl)NC(=S)N1 (configuration not stated)	-2.5	3.1
O=C(CSc1nnc(C2CC2)n1Cc1ccccc1)N1CCNC1=O	-10.6	-1.0
CC(/C=N\NC(=O)Cn1cncn1)=C/c1ccc(C(C)C)cc1	7.3	-6.3
C[C@H](CO)N1C[C@H](C)[C@@H](CN(C)CC2CCCCC2)Oc2c(NC(=O)Cc3ccccc3)cccc2C1=O	47.5	-0.7
NC(=O)C1CCN(C(=O)CN(c2cccc(C(F)(F)F)c2)S(=O)(=O)c2ccccc2)CC1	-8.1	10.1
CCC1(C)Cc2c(sc3nc(SC)[nH]c(=O)c23)CO1 (configuration not stated)	-8.9	-2.9
CCN(CC)CCNc1ccc(CO)c2oc3cc(Cl)ccc3c(=O)c12	22.8	-33.4
Cc1c(C(=O)NCC2COc3ccccc3O2)oc2ccc(S(=O)(=O)N3CCOCC3)cc12 (configuration not stated)	26.5	-2.6
COc1ccc2[nH]c(N=Nc3ccccc3C)c(O)c2c1	-2.8	7.0
Cc1nc2cc(-c3cccc(F)c3)nn2c(C)c1CCC(=O)NC(C)CCc1ccco1 (configuration not stated)	-1.6	7.3
COc1ccc(C(=O)NCCc2nnc3ccc(SCC(=O)N4CCCC4)nn23)cc1	9.3	-3.9
O=C(NCCCn1ccnc1)c1ccc(NS(=O)(=O)c2cccc([N+](=O)[O-])c2)cc1	-10.8	4.9
O=C(NCCc1c[nH]c2ccccc12)C(=O)NCC1OCCCN1S(=O)(=O)c1ccc(F)cc1 (configuration not stated)	15.5	6.2
CSCCC(NC(=O)COc1ccccc1)C(=O)N(C)Cc1ccc(Cl)cc1Cl (configuration not stated)	12.4	5.7
Cc1nn(C(C)C(=O)O)c(=O)c2ccccc12 (configuration not stated)	1.2	0.8

Next part.
SMILES	H9c2 TAG inh	H9c2 TAG inh DAPI viability
COc1ccccc1N1CCN(/N=C\C(Br)=C\c2ccccc2)CC1	3.5	-3.0
COC(=O)c1ccccc1S(=O)(=O)Nc1ccc(OC)nc1	14.9	-6.9
CC(=O)Nc1ccc2nc(NC(=O)CS(=O)(=O)c3ccc(F)cc3)sc2c1	-0.6	-3.7
CN1CCN(C(=O)C2=C[C@@H](c3csc4ccccc34)C[C@@H](OCCCCO)O2)CC1	-34.5	2.9
Cc1ccc(S(=O)(=O)c2cc3ccccc3oc2=Nc2ccc3c(c2)OCO3)cc1	9.8	3.2
CC1CCN(C(=S)c2cn(Cc3ccccc3F)c3ccccc23)CC1	-39.8	4.0
CCc1ccc(CN2CCC(CO)(CC3CCCCO3)CC2)o1 (configuration not stated)	6.1	-4.7
COc1ccc(CN(Cc2ccccn2)S(=O)(=O)c2ccc(-n3cnnn3)cc2)cc1	-12.7	12.8
COc1ccccc1CN1C[C@@H]2C[C@@H](c3ccc4nsnc4c3)N3CCC[C@@]23C1=O	9.3	-10.3
CCOc1ccccc1OCC(=O)NCCc1ccc(S(N)(=O)=O)cc1	-7.2	4.8
CCOC(=O)C1=C(C)NC(C)=C(C(=O)OCC)C1c1ccccn1	0.1&-13.8	-2.0&-5.3
N/C(=N\OC(=O)COc1ccc(Cl)cc1Br)c1ccncc1	7.0	-4.6
C=CCSc1nc(C)c(CCC(C)C)c(=O)[nH]1	-1.6	-6.0
O=C(NC12CC3CC(CC(C3)C1)C2)c1ccc(S(=O)(=O)N2CCOCC2)cc1	-10.1	12.2
CCOC(=O)COn1c(=O)c(=O)n(O)c2ccccc21	-9.0	3.4
COc1ccc(CCN(/C=C2\Sc3ccccc3C2=O)C(C)=O)cc1OC	-0.4	-5.1
CC(C)(C)C(=O)N1CCN(c2ncccc2C(F)(F)F)CC1	2.6	-6.3
Cc1cc(C(=O)CSc2nc(N)cc(=O)[nH]2)c(C)n1Cc1ccco1	-14.0	-10.0
COc1ccccc1NC(=O)CCn1cccc1	-2.4	4.0
COc1ccc(-c2cc3nc(C)cc(N)n3n2)cc1	10.4	-3.0
CCOC(=O)N1CCN(C(=O)CN(c2ccc(Oc3ccccc3)cc2)S(C)(=O)=O)CC1	-33.8	23.7
CCC(CC)NC(=O)COC(=O)CCC(=O)c1ccc(Cl)cc1	6.9	-4.6
CCOC(=O)C1(CCOc2ccccc2)CCN(Cc2cccc(F)c2)CC1	0.6	9.0
CN(C(=O)CSc1nnc(C(F)(F)F)n1N)C1CCS(=O)(=O)C1 (configuration not stated)	4.5	-2.1
CC(OC(=O)C(C)Oc1ccccc1)C(=O)Nc1ccc(S(=O)(=O)N2CCCCC2)cc1 (configuration not stated)	2.6	3.5
NC(=O)c1nnn(-c2ccccc2)c1N	-14.5	4.6
CC1(C)Oc2ccc(NC(=O)C3COc4ccccc4O3)cc2O1 (configuration not stated)	-3.5	12.6
N=c1sccn1CC(=O)Nc1cccc(Oc2ccccc2)c1	17.4	-5.2
Cc1nc(=O)c(-c2ccccc2)c(C)n1CCO	-18.1	-0.7

A portion of the library. The share of hits here may be higher or lower than overall.
